# Compound activity deposited in PubChem BioAssay by National Center for Advancing Translational Sciences (NCATS).
# KAT2A inh – blocks human GCN5L2 histone acetyltransferase | Q92830 | GCN5L2 HAT assay, ThioGlo1 CoA-SH fluorescence | Potency, µM (top dose mostly 58.9 µM), for the others: at the top dose activity change, negative = inhibition, actives largely listed as inhibitors | hit rate 0.21% among 390,000
#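 GCN5L2 (20nM final) in 50mM HEPES, 0.1mM EDTA pH 7.5, 0.01% Tween-20 was preincubated 15 min at room temperature with compound, then given ThioGlo1 (50uM), H3(1-25) peptide (75uM) and acetyl-CoA (70uM); CoA-thiol fluorescence (Ex340/Em540) was read at 0 and 20 min.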
# TDP1 cell noCPT – qHTS for Inhibitors of human tyrosyl-DNA phosphodiesterase 1 (TDP1): qHTS in cells in absence of CPT. DT40 Tdp1-/- hTDP1 cells, no CPT, ATP luminescence, 48 h. Potency, µM (titrated, usually from 46.2 µM), without a hit: at the top dose activity change, negative = growth inhibition, hits mostly inhibitors. hit rate 15% among 420,000. AID 686978, 2013; further: nearly all actives have a fitted effect of over 55% in size
#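 Stably hTDP1-transfected Tdp1-null chicken DT40 cells were treated with library compounds minus camptothecin and grown for at least 48 hr at 37 °C, after which cellular ATP was quantified by luminescence.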
# TDP1 inh – blocks human tyrosyl-DNA phosphodiesterase 1; hit rate 0.28% among 350,000; recombinant TDP1, AlphaScreen DNA substrate cleavage; Q9NUW8; Potency, µM (highest dose often 130 µM), inactives show at the top dose activity change, negative = inhibition, most hits filed as inhibitors; AID 485290; further: nearly all actives have a fitted effect of over 40% in size
# Target sequence (Q9NUW8 whole entry, looked up): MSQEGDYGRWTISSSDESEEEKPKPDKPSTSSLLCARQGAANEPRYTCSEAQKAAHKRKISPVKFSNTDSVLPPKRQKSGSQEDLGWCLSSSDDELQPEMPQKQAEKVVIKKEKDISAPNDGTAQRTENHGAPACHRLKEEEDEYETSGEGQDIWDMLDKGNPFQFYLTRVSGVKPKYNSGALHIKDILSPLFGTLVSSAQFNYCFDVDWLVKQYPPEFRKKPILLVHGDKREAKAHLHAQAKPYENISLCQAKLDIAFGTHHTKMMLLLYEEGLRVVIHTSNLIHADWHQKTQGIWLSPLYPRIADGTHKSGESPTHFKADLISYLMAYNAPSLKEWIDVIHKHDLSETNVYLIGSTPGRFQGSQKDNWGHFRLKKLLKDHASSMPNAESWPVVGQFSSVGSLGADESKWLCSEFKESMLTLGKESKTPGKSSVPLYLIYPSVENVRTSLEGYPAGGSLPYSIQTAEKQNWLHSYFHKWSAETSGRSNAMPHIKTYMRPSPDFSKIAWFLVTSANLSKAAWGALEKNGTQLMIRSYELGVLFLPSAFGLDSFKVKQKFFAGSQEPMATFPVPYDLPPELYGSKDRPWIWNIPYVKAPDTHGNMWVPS
#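 Signal: AlphaScreen proximity between streptavidin donor and anti-FITC acceptor beads on intact substrate. Reaction: Tdp1 1 nM, substrate 15 nM final, 5 min RT after 15 min compound preincubation.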
# * marks the source's active call; other numbers are inactive results; ? = inconclusive; . = no result given; & = joins results of further samples; [ ] = dose if it differs, or a comment. The call rests on the fitted dose curve; in most records, active means well fitted curve in the direction sought with a large enough effect; inconclusive means small, poorly fitted or top-dose-only effect, or another doubt; inactive means no such curve, though single readings can be large; an effect the other way counts as inactive or inconclusive. On the % scale 0 is the no-effect control and ±100 the full control effect; potency means the concentration at half of the fitted maximal effect.
# The line under a structure holds: TDP1 inh, TDP1 cell noCPT, KAT2A inh
O=S1(=O)c2cccc3cccc(c23)N1Cc1ccc(-c2nnco2)cc1
 : -6%, -22%, -24%
C=CCn1c(SCC(=O)N2CC(=O)Nc3ccccc32)nc2scc(-c3ccccc3)c2c1=O
 : 0%, ?, -8%
COC(=O)c1nc(C(=O)OC)c(C(=O)OC)nc1C(=O)OC
 : 2%, -6%, -6%
COc1ccc(NC(=O)NNC(=O)c2cc3occc3n2C)c(OC)c1
 : 12%, 2%, -6%
c1ccc(-n2nnnc2Oc2ccc(-n3ccnc3)cc2)cc1
 : 8%, -9%, -1%
Oc1[nH]c2ccccc2c1C=Nc1ccc2c(c1)OCO2
 : 0%, ?, -24%
Cc1c(Cl)cccc1NC(=O)C1COc2ccccc2O1 (stereo unspecified)
 : ., 8%, -1%
Cc1ccc(NC(=O)C(C)OC(=O)Cc2c[nH]c3ccccc23)cc1S(=O)(=O)N1CCOCC1 (stereo unspecified)
 : 3%, -6%, -10%
O=C1Nc2ccccc2SC(c2ccccc2)C1O (stereo unspecified)
 : ?, ?, -22%
C/C(=N\NC(=O)c1ccc(Cl)cc1)c1cccc(NC(=O)c2cccnc2)c1
 : 8%, ?, -5%
COC(=O)Cn1c(CCS(=O)(=O)c2ccc(C)c(C)c2)nc2ccccc21
 : 1%, -26%, -1%
CCN(/N=C/c1ccccc1)c1cc(=O)n(C)c(=O)[nH]1
 : 3%, ?, -6%
CCOc1ccc(NC(=O)c2ccc3c(SCC(=O)O)c4c(nc3c2)CCCC4)cc1
 : 1%&2%, 4%&2%, -12%&-4%
Cn1c(=O)n(C)c2cc(NC(=O)Cc3ccccc3[N+](=O)[O-])ccc21
 : 5%, ?, 0%
COc1ccc(Nc2cc(Cl)nc(N)n2)cc1
 : 0%, -12%, 2%
COc1ccc(Br)cc1CC1C(=O)Nc2ccccc21 (stereo unspecified)
 : 5%, 7.3µM*, -9%
Cc1ccn2c(CN3CCOCC3)c(-c3ccccc3)nc2c1
 : 0%, ?, -19%
COc1ccc(CNC(=O)CSc2c3c(nc4ccc(Cl)cc24)CCCC3)cc1
 : 0%, ?, 0%
C=C1CC[C@H](O)C/C1=C/C=C1\CCC[C@]2(C)[C@@H]([C@H](C)CCCC(C)(C)O)CC[C@@H]12
 : 2%, ., -11%
OC(COC1CCCCC1)CN1CCCCC1 (stereo unspecified)
 : 4%, 0%, 0%

# Laid out differently: results already given.
smiles: COc1ccc(Nc2cc(Cl)nc(N)n2)cc1
  TDP1 inh = 0%
  TDP1 cell noCPT = -12%
  KAT2A inh = 2%

smiles: C=CCn1c(SCC(=O)N2CC(=O)Nc3ccccc32)nc2scc(-c3ccccc3)c2c1=O
  TDP1 inh = 0%
  TDP1 cell noCPT = ?
  KAT2A inh = -8%

smiles: O=S1(=O)c2cccc3cccc(c23)N1Cc1ccc(-c2nnco2)cc1
  TDP1 inh = -6%
  TDP1 cell noCPT = -22%
  KAT2A inh = -24%

smiles: Cc1ccc(NC(=O)C(C)OC(=O)Cc2c[nH]c3ccccc23)cc1S(=O)(=O)N1CCOCC1 (stereo unspecified)
  TDP1 inh = 3%
  TDP1 cell noCPT = -6%
  KAT2A inh = -10%

# Remaining list, next part.
# The line under a structure holds: TDP1 inh, TDP1 cell noCPT, KAT2A inh
COc1cccc(C(=O)Nc2ccc(NC(=O)Cc3ccccc3)cc2)c1
 : 4%, ?, 2%
O=C(Nc1ccccc1)OCCOc1ccc(Br)cc1
 : ., -8%, -10%
CC1=C/C(=N\OS(=O)(=O)c2ccccc2)C=CC1=O
 : ., 1µM*, 14µM*
CCOc1cc(CNCCSc2nnnn2-c2ccccc2)cc(Cl)c1OC
 : 2%, 21µM*, -11%
Cc1ccc(NC(=O)CS(=O)CC(=O)N2CCN(c3ccccc3)CC2)cc1 (stereo unspecified)
 : 13%, -19%, 1%
CCc1cccc(OC2OC(CO)C(O)C(O)C2NC(C)=O)c1 (stereo unspecified)
 : 4%, -2%, -9%
COc1nccnc1NS(=O)(=O)c1ccc(NC(=S)NC(=O)c2ccccc2F)cc1
 : 0%, -15%, -2%
COc1ccc(/C(O)=C2/C(=O)C(=O)N(CCCN(C)C)C2c2ccccc2)cc1Cl (stereo unspecified)
 : 0%, ., -2%
CC(C)c1nnc(-c2ccc(Cl)cc2)c(N(C)C)n1
 : -2%, -21%, -14%
CCCn1nnc(NC(=O)c2sc3ccccc3c2Cl)n1
 : 3%, -10%, -3%
COc1cccc(/C=C/C(=O)OCC(=O)Nc2cccc(S(=O)(=O)N3CCCCC3)c2)c1OC
 : -1%, ?, -9%
O=c1oc2ccccc2c2c1ncn2CCN1CCOCC1
 : 4%, ?, 0%
Cc1cccc(OCCCC(=O)NNC(=O)CCN2CCN(c3ccccc3)CC2)c1
 : -3%, ?, 1%
CCN=C(NCC)SC1CC(=O)N(c2ccc(OCC)cc2)C1=O (stereo unspecified)
 : ., -2%, -3%
Cc1ccc(C2CC2/C(=N/O)c2ccc(F)cc2)cc1 (stereo unspecified)
 : ., -23%, -5%
COc1ccccc1NC(=O)c1nn(C)cc1Br
 : 4%, -27%, 2%
O=C(Nc1nnc(SCC(=O)N2CCOCC2)s1)c1ccccc1
 : 1%, -28%, 3%
Cc1cc(C=O)c(C)n1-c1ccc(NC2CCCC2)c([N+](=O)[O-])c1
 : 8%, 18µM*, -9%
Cc1ccc(NC(=O)C(Cc2ccccc2)NS(=O)(=O)c2ccc3c(c2)c(=O)n(C)c(=O)n3C)c(C)c1 (stereo unspecified)
 : 1%, ?, -1%
O=C1CC[C@@H](C(=O)N[C@@H](Cc2cnc[nH]2)C(=O)N[C@@H](Cc2c[nH]c3ccccc23)C(=O)N[C@@H](CO)C(=O)N[C@@H](Cc2ccc(O)cc2)C(=O)O)N1
 : 11%, ., -14%

# The line under a structure holds: TDP1 inh, TDP1 cell noCPT, KAT2A inh
Cc1cccc(COc2ccc(/C=N/NC(=O)c3nnn(-c4nonc4N)c3C)cc2)c1
 : 2%, ?, -20%
CCC(NC(C)C)C(O)c1ccc(O)c(O)c1 (stereo unspecified)
 : -6%, ?, -4%&-1%
CCC(Sc1nncn2c1cc1oc(C)cc12)C(=O)Nc1ccc(F)cc1 (stereo unspecified)
 : -5%, ?, 0%
CCN(CC(=O)Nc1c(F)cccc1F)C(=O)/C=C/c1ccc2c(c1)OCO2
 : 0%, 1%, 0%
CNS(=O)(=O)c1cnccc1N1CCN(c2cccc(Cl)c2)CC1
 : 2%, ?, .
COc1cccc(C(=O)Nc2ccc(C3CC3(Cl)Cl)cc2)c1 (stereo unspecified)
 : -2%, ?, -6%
COc1ccccc1NC(=O)Cn1c(=O)oc2cc(S(=O)(=O)NCc3ccccc3)ccc21
 : 1%, ?, -1%
CN1CCN(CC(=O)Nc2cc(N(C)C)nc3ccccc23)CC1
 : -4%, -26%, -3%
CCc1cccc(CC)c1NC(=O)CSc1nc2ccc(N3C(=O)C4C5C=CC(C5)C4C3=O)cc2s1 (stereo unspecified)
 : -5%, 18µM*, -24%
Cn1c(-c2ccc3c(c2)OCO3)cnc1NCc1ccccc1
 : 0%, ?, -16%
CC(C)n1c(SCC(=O)Nc2ccc(N3CCOCC3)cc2)nnc1-c1ccco1
 : 10%, -26%, -4%
CCc1ccccc1NC(=S)NCCSc1ccc(Cl)cc1
 : 1%, ?, -15%
CC(C)(C#N)NC(=O)C(=O)c1c(-c2ccccc2)cc2ccccn12
 : ., -1%, -7%
CCCCNC(=O)N(O)C1N(/N=C/c2cccnc2)C(=S)SC1(C)C (stereo unspecified)
 : ., -10%, 8%
O=c1[nH]n(-c2ccccc2Cl)c(=O)c2ccccc12
 : ., -11%, -2%
COc1ccc(OC)c(NC(=O)CSc2nnc(CNC(=O)COc3ccc(Cl)cc3)o2)c1
 : 0%, -6%, -6%
CCOC(=O)c1c(C)c(C(=O)NCc2ccco2)c(C)n1Cc1ccccc1
 : 4%, ?, 5%
N#Cc1c(N)nc(Sc2ccc(Cl)cc2)c(C#N)c1-c1ccccc1Cl
 : 3%, 15µM*, ?
O=S(=O)(NCCNC/C=C/c1ccc(Br)cc1)c1cccc2cnccc12
 : 10%&10%&10%, 24µM*, -24%&-25%
Cc1ccc2c(Cl)cc(Cl)c(OCc3c(C)noc3C)c2n1
 : 5%, -28%, -22%

# Compound profiles (already shown):
# `CCc1ccccc1NC(=S)NCCSc1ccc(Cl)cc1` is entered as TDP1 inh: 1%; TDP1 cell noCPT: ?; KAT2A inh: -15%
# `CC(C)(C#N)NC(=O)C(=O)c1c(-c2ccccc2)cc2ccccn12` is entered as TDP1 inh: .; TDP1 cell noCPT: -1%; KAT2A inh: -7%

# Going on with the list.
# The line under a structure holds: TDP1 inh, TDP1 cell noCPT, KAT2A inh
CC(C)CNC(=O)c1cccc(NC(=O)CCc2ccccc2)c1
 : 0%, -6%, 2%
Cc1ccc2c(c1)N(C(=O)CCC(=O)NCCCN1CCOCC1)CC(C)O2 (stereo unspecified)
 : ., -18%, ?
Cc1cc(C)cc(NC(=S)Nc2ccc(Cl)c(Cl)c2)c1
 : -5%, 21µM*, -11%
CCOC(=O)CSc1nc(N2CCOCC2)c2c(c1C#N)CC(C)(C)OC2
 : ., -5%, ?
CC(=O)Nc1cccc(NC(=O)Nc2ccc(C(C)=O)cc2)c1
 : 7%, -22%, -8%
CCOc1ccc(N2CSC3=C(C#N)C(c4ccco4)CC(=O)N3C2)cc1 (stereo unspecified)
 : ., -2%, ?
C/C(=N\NC(=O)C(O)c1ccccc1)c1ccc(Cl)s1 (stereo unspecified)
 : 2%, 2%, ?
COC(=O)c1cccc(S(=O)(=O)N(Cc2ccco2)Cc2cc3cc(OC)ccc3[nH]c2=O)c1
 : -1%, ?, -17%[0.501 µM]
COc1ccc(S(=O)(=O)N2CCC(Cc3ccccc3)CC2)cc1NC(C)=O
 : 4%, 5%, -19%
O=C(CN1C2=NCCN2c2ccccc21)c1ccc2c(c1)OCO2
 : 4%, ?, -1%
OC(COCc1ccccc1)CN1CCN(c2ccccc2F)CC1 (stereo unspecified)
 : 1%, -9%, -7%
CCOC(=O)c1ccccc1NC1(c2ccc(OC)cc2)C(=O)c2ccccc2C1=O
 : 4%, ?, 13%
COc1ccc(NC(=O)CS(=O)(=O)c2cn(CC(=O)N(C(C)C)C(C)C)c3ccccc23)c(OC)c1
 : 1%, -18%, -23%
NS(=O)(=O)c1ccc(CNC(=O)c2ccc3c(=O)n4c(nc3c2)CCC4)cc1
 : 1%[0.505 µM], 3%, 0%
Cc1cc(OC(C)C(=O)NC2CCN(Cc3ccccc3)CC2)c2c(C)cc(=O)oc2c1 (stereo unspecified)
 : 2%, -25%, -3%
CCN(CC)CCCN1C(=O)C(=O)/C(=C(/O)c2ccc3c(c2)OCCO3)C1c1ccc(C)o1 (stereo unspecified)
 : 0%, ., -1%
O=C(CN1C(=O)NC(c2ccc(F)cc2)C1=O)NC1CCCCC1 (stereo unspecified)
 : 2%, -5%, -3%
O=C(Cn1cccc1C(=O)c1ccccc1)NCc1ccc2c(c1)OCO2
 : 2%, -2%, 4%
O=C(NCc1ccc(F)cc1)Nc1cccc([N+](=O)[O-])c1
 : -4%, ?, -10%
Cc1cc(C)n2nc(SCC(=O)N(CCC#N)c3ccccc3F)nc2n1
 : 1%[56.1 µM], 7%, -4%

# The line under a structure holds: TDP1 inh, TDP1 cell noCPT, KAT2A inh
Cc1nc2cnc(N3CCN(C)CC3)nc2n(-c2ccccc2)c1=O
 : ., -15%, -29%
CC(C)OC(=O)C(C)Oc1ccc(C(=O)NCCc2ccccc2)cc1 (stereo unspecified)
 : -2%, -24%, -7%
Cc1ccc2nc(SCC(=O)O)nc(C)c2c1
 : 8%, -2%, -1%
O=C(CSc1nc(=O)n2ccccc2n1)N1N=C(c2cccs2)CC1c1ccc(F)cc1 (stereo unspecified)
 : ., ?, -8%
COc1ccc(C(=O)CCc2ccccc2)cc1
 : ., -2%, -16%
CCOC(=O)C1=C(C)N=C2SC(C(=O)OC)=CC(=O)N2C1c1cccc(OC)c1 (stereo unspecified)
 : -1%, ?, -5%
Cc1ccc(NC(=O)CSc2ccc(-c3ccco3)nn2)cc1
 : 5%, -28%, -8%
COCCNC(=O)CN1C(=O)CSc2ncccc21
 : 3%, 1%, -1%
CN1CCN(c2ccccc2NC(=O)c2ccc(N3CCCC3)c([N+](=O)[O-])c2)CC1
 : 5%, ?, -9%
CC(NC=C1C(=O)OC(C)(C)OC1=O)C(=O)O (stereo unspecified)
 : 3%, 14%, -10%
O=C(O)c1nn(CCOc2ccc(Cl)cc2Cl)c(=O)c2ccccc12
 : -9%[0.0935 µM], ?, -3%

# Some of the compounds tested; rates above refer to the full screens.
